# SUMO1-SIM PPI: modulators of SUMO1 protein-protein interactions, primary screen, biochemical, uHTS. Small ubiquitin-related modifier 1 (Homo sapiens), P63165. SUMO1 binding to a labelled peptide, TR-FRET, 1 h. inhibition, % at 20 µM. hit rate 0.33% among 360,000. AID 602429, 2012; in the data active = inhibition above about 37%
# Target sequence (P63165 whole entry, looked up): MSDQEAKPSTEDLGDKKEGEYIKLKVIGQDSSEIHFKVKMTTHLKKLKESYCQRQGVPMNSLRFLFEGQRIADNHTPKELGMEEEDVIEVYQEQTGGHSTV
# Scp1 inh: Scp-1 phosphatase inhibitors, primary screen, biochemical, colorimetric, uHTS. Recombinant Scp1, phosphopeptide, malachite green phosphate absorbance. Carboxy-terminal domain RNA polymerase II polypeptide A small phosphatase 1 (Homo …. hit rate 0.88% among 340,000. inhibition, % at 20 µM. AID 493091, 2011;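 active = inhibition above about 50% at 20 µM, limit read from the data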;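 note: plate controls were DMSO wells with enzyme for no effect and wells lacking enzyme for full effect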
# Target sequence (Q9GZU7 76-261 limits assumed): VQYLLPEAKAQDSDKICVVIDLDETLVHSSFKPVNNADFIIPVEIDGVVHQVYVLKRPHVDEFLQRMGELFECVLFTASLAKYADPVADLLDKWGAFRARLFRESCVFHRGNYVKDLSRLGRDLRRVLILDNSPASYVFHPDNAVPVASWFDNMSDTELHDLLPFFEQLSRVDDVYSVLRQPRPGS
#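 Assay system: SCP-1 catalytic fragment, aa 76-261 | Buffer or medium: Tris acetate buffer pH 5.5 with MgCl2 and Tween-20 | Compound: One concentration, 20 µM, with 1.0% DMSO | Also added: Phospho 17-mer peptide substrate | Signal: Absorbance at 630 nm | Incubation: 45 min enzyme reaction at room temperature | Measure: % inhibition of SCP-1 phosphate liberation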
# STEP inh: STEP phosphatase inhibitors, primary screen, biochemical, fluorescence intensity, uHTS; Tyrosine-protein phosphatase non-receptor type 5 (Homo sapiens), P54829; recombinant STEP, OMFP fluorogenic substrate; inhibition, % at 20 µM; hit rate 0.25% among 360,000; AID 588621, 2011;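 active = inhibition at 20 µM, scaled per plate between control wells, above about 37%, limit read from the data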;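 note: 0% = DMSO with enzyme and substrate and 100% = substrate only without enzyme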
# Target sequence (P54829 whole entry, looked up): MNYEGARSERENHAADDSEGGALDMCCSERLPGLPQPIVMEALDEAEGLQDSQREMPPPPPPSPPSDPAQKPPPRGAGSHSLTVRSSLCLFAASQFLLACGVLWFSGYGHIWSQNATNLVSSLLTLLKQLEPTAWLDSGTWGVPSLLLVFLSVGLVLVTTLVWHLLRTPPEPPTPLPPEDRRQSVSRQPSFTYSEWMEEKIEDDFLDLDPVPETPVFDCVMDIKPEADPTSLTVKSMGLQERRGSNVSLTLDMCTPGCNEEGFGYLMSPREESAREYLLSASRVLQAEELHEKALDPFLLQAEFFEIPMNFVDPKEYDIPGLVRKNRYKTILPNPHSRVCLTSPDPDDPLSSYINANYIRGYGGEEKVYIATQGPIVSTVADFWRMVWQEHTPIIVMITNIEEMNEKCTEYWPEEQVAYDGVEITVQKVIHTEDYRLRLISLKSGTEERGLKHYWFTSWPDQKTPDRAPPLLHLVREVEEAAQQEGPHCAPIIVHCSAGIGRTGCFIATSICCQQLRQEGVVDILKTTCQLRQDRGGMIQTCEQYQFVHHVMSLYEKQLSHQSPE
#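 Material: STEP (striatal-enriched tyrosine phosphatase) enzyme, cell-free | Medium: 50 mM Bis-Tris pH 6.0 with 2.5 mM DTT and 0.005% Tween 20 | Read-out: Percent inhibition scaled to no-enzyme and uninhibited-enzyme controls, plate-pattern corrected | Signal: Fluorescence read at 480 nm ex / 540 nm em | Times: 20 min reaction, room temperature, in the dark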
# NadD block: inhibitors of S. aureus NadD, primary screen, biochemical, colorimetric, uHTS | Nicotinate-nucleotide adenylyltransferase NadD (Staphylococcus aureus N315) | purified NadD enzyme, colorimetric absorbance read-out | inhibition, % at 20 µM | hit rate 0.78% among 360,000 | AID 602399, 2012; in the data active = inhibition above about 26%; note: some compounds past the cut are filed as inactive
# CSN deneddyl inh: inhibitors of CSN-mediated cullin deneddylation, primary screen, biochemical, fluorescence polarization, uHTS | Purified CSN, SCF-Nedd8-OG deneddylation | inhibition, % at 12.5 µM | hit rate 0.38% among 360,000 | COP9 signalosome complex subunit 5 (Homo sapiens), Q92905;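 active = pattern-corrected inhibition above about 35%, with an unprinted fluorescence ratio check between 0.5 and 1.5, limit read from the data, passing the limit was not always enough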;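 note: 0% = enzyme with substrate and 100% = substrate without enzyme; some results filed as inactive read as strong as hits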
#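 Material: human Csn5 produced in HEK293T cells; Input: enzyme 0.24 nM; Reagent: SCFSkp2-Nedd8OG substrate at 10 nM final; Dosing: 12.5 µM compound; Incubation: 90 min reaction at room temperature; Detection: fluorescence polarization of the substrate; Evaluation: % inhibition of substrate cleavage by Csn5; Control set: substrate-only high control, full reaction low control.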
# LMPTP block: LMPTP phosphatase inhibitors, primary screen, biochemical, fluorescence intensity, uHTS; recombinant LMPTP-A, OMFP fluorogenic substrate; hit rate 0.22% among 360,000; inhibition, % at 20 µM; Low molecular weight phosphotyrosine protein phosphatase (Homo sapiens), P24666;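 active = compounds that cut the enzyme signal by at least half of the control window in the single-dose screen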;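 note: plate controls were DMSO wells with enzyme plus substrate for no effect and substrate without enzyme for full effect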
# Target sequence (P24666 whole entry, looked up): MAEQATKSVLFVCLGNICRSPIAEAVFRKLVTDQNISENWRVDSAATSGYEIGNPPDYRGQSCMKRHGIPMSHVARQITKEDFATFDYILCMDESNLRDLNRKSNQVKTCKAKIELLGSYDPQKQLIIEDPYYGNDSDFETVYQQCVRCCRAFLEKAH
#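 test system = LMPTP-A | amount = 0.625 nM LMPTP-A final | reagent = fluorogenic phosphatase substrate OMFP at 400 µM final | incubation = 50 min at room temperature | benchmarks = no-enzyme low control, uninhibited high control | medium = Bis-Tris pH 6.0, DTT, detergent | signal = fluorescence intensity of OMFP turnover product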
# DNMT1 inh: human DNMT1 methyltransferase inhibitors, primary screen, biochemical, molecular beacon, fluorescence, HinP1I cleavage, uHTS. DNA (cytosine-5)-methyltransferase 1 (Homo sapiens), P26358. inhibition (reported as % activation of signal), % at 10 µM. hit rate 0.83% among 360,000. AID 588458, 2011; in the data active = inhibition above about 50%
# Rpn11 inh: Rpn11 (PSMD14) deubiquitinase inhibitors, primary screen, biochemical, fluorescence polarization, uHTS; 26S proteasome non-ATPase regulatory subunit 14 (Homo sapiens), O00487; AID 588493, 2011; hit rate 0.59% among 360,000; human 26S proteasome, Ub4-pepOG fluorescence polarization; 20S core pre-blocked with epoxomicin; calls only at 20 µM;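 active = inhibition at 20 µM, scaled to each plate's controls, above about 33%, limit read from the data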
# Tb MetRS inh: T. brucei MetRS inhibitors, primary screen, biochemical, luminescence; purified T. brucei MetRS, ATP depletion, Kinase-Glo luminescence; AID 624268, 2012; hit rate 0.4% among 360,000; methionyl-tRNA synthetase (Trypanosoma brucei brucei); inhibition, % at 11.9 µM;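 active = inhibition above a per-plate cutoff of the control wells' mean inhibition plus 3 SD, cut at about 5.5% in these data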;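 note: 0% = DMSO wells median and 100% = median of wells with control inhibitor compound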
#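 Material: parasite MetRS enzyme / Replication: singlicate, one well per compound / Signal: luminescence of leftover ATP / Schedule: 2 h aminoacylation at 25 °C after 15 min preincubation / Medium: HEPES-MgCl2-KCl buffer plus DTT, spermine, BSA, pyrophosphatase / Doses: 11.9 µM single point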
# MLLE-PAM2 inh: inhibitors of PABP1 MLLE–PAM2 peptide binding, primary screen, biochemical, fluorescence polarization, FITC-PAM2, GST-MLLE; Polyadenylate-binding protein 1 (Homo sapiens), P11940; inhibition, % at 20 µM; hit rate 0.36% among 360,000; in the data active = inhibition above about 35%, passing the limit was not always enough;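 note: plate controls were DMSO wells with GST-MLLE for no effect and wells lacking GST-MLLE protein for full effect; some results filed as inactive read as strong as hits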
# * = called active by the depositor; i = inactive; / = no result given.
SMILES,SUMO1-SIM PPI,Scp1 inh,STEP inh,NadD block,CSN deneddyl inh,LMPTP block,DNMT1 inh,Rpn11 inh,Tb MetRS inh,MLLE-PAM2 inh
COc1ccc(NC(=O)NC(C)c2ccncc2)cc1OC (centres undefined),-1,-4,-9,-4,0,-1.5,0,i,-0.9,1
CCc1ccc(OC2(C)CCN(Cc3ccc(SC)cc3)C2)cc1 (centres undefined),-7,/,2,-6,1,-0.2,0,i,-0.2,-8
CCOC(=O)C1CCN(C(=O)/C(=C/c2ccccc2)NC(=O)c2ccccc2)CC1,-3,12,-3,-9,1,-1.4,-1,i,-1.1,6
CCOc1ccc2nc3cc(N=Nc4ccc(N)nc4N)ccc3c(N)c2c1,116*,0,66*,32*,-38,72*,-135,i,-0.4,82*
CCn1cc(S(=O)(=O)Nc2ccccc2C(F)(F)F)cn1,4,1,-3,-1,94,-0.2,3,i,1.1,10
Cc1cc2c(cc1S(=O)(=O)CCC(=O)N(C)Cc1ccccc1)OCC(=O)N2,-2,6,-4,-3,0,-1.4,6,i,-0.9,6
CC(=O)Oc1ccc2oc(=O)c3c(c2c1)CCCN3C(=O)CN1CCN(c2ncccn2)CC1,-6,-8,-2,2,4,-3.5,5,i,-0.5,4
O=C(Nc1ccc2c(c1)CCC2)c1ccc(F)c(S(=O)(=O)N2CCOCC2)c1,3,-11,2,1,-1,-0.2,4,i,-1.6,-4
COc1ccc(-c2cnc3c(c2)C(=O)N([C@H](C)CO)C[C@@H](C)[C@@H](CN(C)C(=O)NC2CCCC2)O3)cc1,1,/,-2,3,-3,0.0,12,i,-0.1,-7
Cn1c(SCC(=O)O)nnc1-c1ccc(NC(=O)c2ccc(Cl)c(Cl)c2)cc1,3,-6,-1,6,-4,-2.1,7,i,0.5,-111
NC(=O)C1CCN(C2CC(=O)N(c3ccc(F)c(Cl)c3)C2=O)CC1 (centres undefined),-1,0,-1,11,-1,-1.7,2,i,-0.4,3
Cc1cc(NCCCn2ccnc2)n2nc(C)c(-c3ccccc3)c2n1,6,2,-9,-3,-5,3.0,3,i,-0.7,-4
O=C(O)CC(CC(=O)N1CCOCC1)c1ccccc1 (centres undefined),4,-7,0,-6,0,-1.3,-3,i,-0.6,7
O=C(NCc1ccco1)C(c1ccccc1)N(C(=O)Cc1cccs1)c1ccccc1 (centres undefined),-3,-3,2,-3,-5,-0.5,3,i,-0.1,1
CC(C)(C)c1ccc(NC(=O)C(=O)C2C(=O)Nc3ccccc32)cc1 (centres undefined),0,-8,2,1,5,-0.9,0,i,-0.8,-5

# Part of the list above, with two lines to a compound:
# Second line of a record – SUMO1-SIM PPI | Scp1 inh | STEP inh | NadD block | CSN deneddyl inh | LMPTP block | DNMT1 inh | Rpn11 inh | Tb MetRS inh | MLLE-PAM2 inh
COc1ccc(NC(=O)NC(C)c2ccncc2)cc1OC (centres undefined)
 : -1 | -4 | -9 | -4 | 0 | -1.5 | 0 | i | -0.9 | 1
CCc1ccc(OC2(C)CCN(Cc3ccc(SC)cc3)C2)cc1 (centres undefined)
 : -7 | / | 2 | -6 | 1 | -0.2 | 0 | i | -0.2 | -8
CCOC(=O)C1CCN(C(=O)/C(=C/c2ccccc2)NC(=O)c2ccccc2)CC1
 : -3 | 12 | -3 | -9 | 1 | -1.4 | -1 | i | -1.1 | 6
CCOc1ccc2nc3cc(N=Nc4ccc(N)nc4N)ccc3c(N)c2c1
 : 116* | 0 | 66* | 32* | -38 | 72* | -135 | i | -0.4 | 82*
CCn1cc(S(=O)(=O)Nc2ccccc2C(F)(F)F)cn1
 : 4 | 1 | -3 | -1 | 94 | -0.2 | 3 | i | 1.1 | 10
Cc1cc2c(cc1S(=O)(=O)CCC(=O)N(C)Cc1ccccc1)OCC(=O)N2
 : -2 | 6 | -4 | -3 | 0 | -1.4 | 6 | i | -0.9 | 6

# Continued.
SMILES,SUMO1-SIM PPI,Scp1 inh,STEP inh,NadD block,CSN deneddyl inh,LMPTP block,DNMT1 inh,Rpn11 inh,Tb MetRS inh,MLLE-PAM2 inh
Cc1ccc(-n2nnc(-c3nccn3C)n2)cc1,3,-4,2,-2,-5,-1.8,1,i,-0.2,9
Cc1ccc(N=Nc2ccc(C)cc2NC(=O)Nc2ccccc2F)cc1,-1,-8,0,-2,0,3.0,0,i,-0.5,-5
Nc1nc(Nc2ccccc2Cl)cc(=O)[nH]1,0,9,1,-6,-2,-0.4,-10,i,0.4,-7
O=C(CSc1ncn[nH]1)Nc1ccccc1Sc1ccc(Cl)cc1,-4,3,3,-4,1,-0.7,-2,i,-0.2,-19
COc1ccc(/C=N/Nc2nc(=O)[nH]nc2C)cc1[N+](=O)[O-],-23,3,1,-6,1,-5.5,0,i,-0.7,-17
COC(=O)c1ccc(NC(=O)C(=O)N2CCN(C(=S)NCCc3ccccc3)CC2)cc1,-4,-6,-2,-3,-14,-0.4,1,i,-1.1,-127
COc1ccccc1NC(=O)CON=C(N)CC(=O)NC1CCCCC1,4,-3,-4,3,-8,-1.0,1,i,-0.2,68
CCCOc1cccc(C2C(C(=O)c3ccco3)=C(O)C(=O)N2CCN(CC)CC)c1 (centres undefined),-4,-12,-1,5,2,-1.1,-3,i,-0.5,7
O=C(COC(=O)CSc1ccc(Cl)cc1)Nc1ccc2[nH]c(=O)[nH]c2c1,4,-4,-5,1,-3,0.6,-2,i,-0.3,-19
O=C(CCNC(=O)c1ccc(Cl)cc1)Nc1nc2ccccc2[nH]1,5,-5,2,-5,0,-0.6,5,i,0.8,1
Nc1cc(=O)n(Cc2ccccc2)c(=O)n1-c1ccc(Cl)cc1,2,-7,-2,0,-2,-0.5,-1,i,-0.3,-8
C=CC[N+]1(CC#CCOC(c2ccccc2)c2ccccc2)CCOCC1,-3,-4,-1,0,-7,-1.7,2,i,-0.9,10
CCC(C)(C)NC(=O)Nc1cc(Cl)ccc1OC,1,-3,-4,1,2,0.4,2,i,0.0,-10
CCN(CC)CC(=O)Nc1ccc(C)cc1Br,1,0,-1,4,-2,-0.6,0,i,-1.4,-6
Cc1cc(NS(=O)(=O)c2ccc(NC(=O)C(CC(C)C)N3C(=O)c4ccccc4C3=O)cc2)nc(C)n1 (centres undefined),13,6,-1,20,-1,-0.6,2,i,-1.2,-3
Cc1cc(=O)n(CC=C(Cl)Cl)c2ccccc12,1,-3,-1,-5,3,-0.9,3,i,-0.2,-7
Cc1csc(NC(=O)C2CCCN(S(=O)(=O)c3ccc(Br)s3)C2)n1 (centres undefined),-2,-2,-2,-3,-6,1.1,-11,i,-1.6,-6
Cc1ccc(S(=O)(=O)N2CCC(C(=O)OCc3c(C)noc3C)CC2)cc1C,4,-4,-1,0,-2,-0.3,-2,i,-0.4,-35
COc1cc(C(=O)Nc2nnc(SCC(=O)NCC3CCCO3)s2)cc(OC)c1OC (centres undefined),8,-7,0,-1,4,-0.4,0,i,0.3,-1
COc1ccc(NC(=O)CN2CCc3ccccc3C2)cc1,5,-8,1,0,-2,-1.4,-9,i,-0.2,-3
Cc1c(C2(O)CCCCC2)[nH]c2ccc(C(F)(F)F)cc12,1,-9,-1,-2,-4,1.5,-7,i,-0.3,-16
O=c1oc(-c2ccc([N+](=O)[O-])cc2)nc2ccc(O)cc12,-19,11,4,1,-3,1.3,-5,i,1.3,5
COc1ccc(/C(C)=N/NC(=O)CNC(=O)C(c2ccccc2)c2ccccc2)c(OC)c1,1,-2,0,5,-6,-0.7,-1,i,-0.1,4
Cc1ccc(C2C(C#N)=C(N)N(c3cccnc3)C3=C2C(=O)CCC3)s1 (centres undefined),13,-12,0,11,3,2.3,-13,i,-0.4,-7
COCCCNC(=O)C(=O)NC1CCCCCC1,-2,0,-2,1,-11,-1.0,7,i,-1.0,11
Cc1ccccc1NC(=O)Nc1ccc(C(F)(F)F)cc1,-3,-1,-2,-3,1,-0.5,-5,i,-0.3,-2
O=C(CCN1C(=O)c2ccccc2C1=O)Nc1ccc(S(=O)(=O)NC2=NCCCCC2)cc1,-10,-4,2,1,8,-0.9,1,i,-0.6,-19
Cn1c(=O)cc(N2CCCCC2)[nH]c1=O,2,5,-2,5,-5,-1.5,-1,i,0.6,-4
CCOC(=O)C1=C(N)OC2=C(C(=O)CC(C)(C)C2)C1c1ccccc1OCC#N (centres undefined),2,6,1,-5,-5,-1.0,0,i,-0.1,12
COc1ccc(N(C(=O)c2ccncc2)S(=O)(=O)c2cccs2)cc1,0,1,-1,-4,-1,-0.5,2,i,-1.0,9
COc1cc(C(=O)Oc2cc(N)n(S(=O)(=O)c3ccccc3)n2)cc(OC)c1OC,4,-6,-2,-5,-1,0.5,-2,i,-0.4,4
O=C(CCl)Nc1ncc(S(=O)(=O)c2ccc([N+](=O)[O-])cc2)s1,-31,-10,4,0,-3,-0.4,-3,i,0.0,6
C=CCSc1nc(NC)c2sccc2n1,5,-6,-1,-1,-3,3.0,1,i,-0.8,4
